Screening results: PubChem BioAssay, several laboratories
E coli Lon inh = E. coli protease La inhibition; P0A9M0; purified E. coli Lon protease, fluorescence polarization; inhibition, % at 7.94 µM; actives 0.42% (n = 360,000); AID 602123; in the data active means inhibition above about 13%, passing the limit was not always enough;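 further: 0% = enzyme with probe and DMSO and 100% = no enzyme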
Rin1 Abl inh = human Rin1-Abl interaction inhibition | actives 0.4% (n = 360,000) | inhibition, % at 7.35 µM | P00519+Q13671 | TR-FRET Rin1/Abl binding, biochemical; in the data active means inhibition above about 5%, passing the limit was not always enough
MsrA act = bovine methionine sulfoxide reductase A activation. purified bovine MsrA, absorbance read-out. activation, % at 10.6 µM. actives 0.3% (n = 360,000). AID 602163; in the data active means activation above about 7.5%;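 further: 0% = vehicle and 100% = reference activator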
FAS TE block = FAS thioesterase (human) inhibition | P49327 | recombinant FAS-TE, OMFH fluorogenic substrate, fluorescence endpoint | inhibition, % at 15 µM | actives 0.67% (n = 360,000) | AID 602261;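 active means compounds whose normalised, plate-corrected inhibition of enzyme fluorescence in the single-dose primary screen is 50% or more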;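 further: 0% = DMSO with enzyme and 100% = substrate without enzyme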
Neddylation inh = cullin neddylation inhibition; P61081+Q13564; TR-FRET cullin neddylation, biochemical; calls only at 25 µM; actives 0.58% (n = 360,000); AID 651699; in the data active means inhibition above about 36%
MsrA inh = bovine MsrA inhibition; purified bovine MsrA, absorbance read-out; inhibition, % at 15.5 µM; actives 0.75% (n = 360,000); in the data active means inhibition above about 4.5%;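 further: 0% = vehicle wells with enzyme and 100% = reference inhibitor wells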
CSN inh = CSN deneddylation inhibition. inhibition, % at 12.5 µM. Q92905. Purified CSN, SCF-Nedd8-OG deneddylation, fluorescence polarization. actives 0.38% (n = 360,000);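 active means pattern-corrected inhibition above about 35%, with an unprinted fluorescence ratio check between 0.5 and 1.5, limit read from the data, passing the limit was not always enough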;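 further: 0% = enzyme with substrate and 100% = substrate without enzyme; some results filed as inactive read as strong as hits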
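Assay system: HEK293T-derived human Csn5 enzyme; quantity: 0.24 nM enzyme; medium: Tris/NaCl/DTT buffer, pH 7.5; also added: substrate SCFSkp2-Nedd8OG, 10 nM; doses: 12.5 µM compound; schedule: 90 min reaction at room temperature; signal: FP; read-out: % inhibition of substrate cleavage by Csn5; benchmarks: substrate-only high control, full reaction low control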
Tb MetRS inh = Trypanosoma brucei MetRS inhibition; purified T. brucei MetRS, ATP depletion, Kinase-Glo luminescence; inhibition, % at 11.9 µM; actives 0.4% (n = 360,000);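 active means inhibition above a per-plate cutoff of the control wells' mean inhibition plus 3 SD, cut at about 5.5% in these data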;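 further: 0% = DMSO wells median and 100% = median of wells with control inhibitor compound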
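Measured by: Kinase-Glo luciferase luminescence reporting remaining unconsumed ATP. Material: purified T. brucei MetRS enzyme. Doses: 11.9 µM compound single dose, 0.9% DMSO. Medium: HEPES buffer containing pyrophosphatase, BSA, spermine, DTT. Times: 15 min preincubation, 2 h reaction, all 25 °C. Reagent: methionine, ATP and bulk E. coli tRNA.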
PABP1 MLLE inh = blocks PAM2 peptide binding to the PABP1 MLLE domain; actives 0.36% (n = 360,000); AID 588489; GST-MLLE / FITC-PAM2 fluorescence polarization; inhibition, % at 20 µM; P11940; in the data active means inhibition above about 35%, passing the limit was not always enough;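 further: plate controls were DMSO wells with GST-MLLE for no effect and wells lacking GST-MLLE protein for full effect; some results filed as inactive read as strong as hits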
Active calls of the source: *; i = inactive; . = not tested or not shown; + = active, no number.

No.	SMILES	MsrA act	MsrA inh	Tb MetRS inh	Neddylation inh	Rin1 Abl inh
1	CCOC(=O)C1(C)CCCN(C(=O)c2ccc(N(C)C)cc2)C1 (configuration not stated)	-1	-0.9	-0.3	i	-2
2	Cc1cc(C)n2cc(CSc3ncccc3C(=O)O)nc2n1	1	0.0	-0.2	.	1
3	O=C(Nc1ccc(Cl)cn1)C1CCCN1S(=O)(=O)c1ccccc1 (configuration not stated)	-2	1.0	0.1	i	-1
4	Cc1cnc(NC(=O)CSc2nnc(N)s2)s1	-6	-0.7	-0.6	i	4
5	O=C(NC(=S)NCc1ccccc1)c1ccccc1Br	-2	0.3	-1.5	i	0
6	COc1ccc(-c2nc3n(n2)C(c2cccnc2)C(C(N)=O)=C(C)N3)cc1 (configuration not stated)	6	1.1	0.6	i	0
7	O=C(O)C1CCc2sc3[nH]c(=S)n(-c4ccccc4)c(=O)c3c21 (configuration not stated)	-2	1.9	0.0	i	-2
8	CC(C)CC(=O)Nc1ccc(-c2nnn(CC(=O)NCc3ccco3)n2)cc1	-7	-0.4	-1.0	i	-1
9	COc1cccc(NS(=O)(=O)c2ccc(-n3cccn3)cc2)c1	-3	-0.4	-0.2	i	4
10	CCN(c1ccc(NC(=O)COC(=O)C2CCN(c3ccc(C(F)(F)F)cn3)CC2)cc1)C(C)C	-2	0.0	-0.3	i	0
11	O=C(NCc1ccccc1)C1=C[C@@H](C2CCCCC2)C[C@@H](OCCCCO)O1	-1	0.0	-0.1	i	-1
12	C=C1CCC[C@]2(C)C[C@H]3OC(=O)C(CN4CC(C)OC(C)C4)[C@H]3C[C@@H]12 (some centres not stated)	2	-0.8	-1.1	i	4
13	O=C(O)c1ccc2nc(CO)[nH]c2c1	-2	1.0	0.1	i	2
14	Cc1ccccc1Cn1nc(C)c(NC(=O)c2nc3n(n2)C(C(F)F)CC(C)N3)c1C (configuration not stated)	3	0.3	-0.5	i	6
15	COc1ccc(CN2C(=O)C(CC(=O)NCc3cccc4ccccc34)CC(C(=O)N3CCOCC3)=C2C)cc1 (configuration not stated)	-1	0.0	-0.8	i	-3

No.	E coli Lon inh	CSN inh	FAS TE block	PABP1 MLLE inh
1	-7	3	-7	6
2	5	6	-2	-3
3	1	-3	-5	4
4	-7	-4	-6	14
5	3	3	19	16
6	-1	-1	-2	18
7	-10	3	-2	30
8	2	8	-12	0
9	2	4	6	-12
10	-16	-5	32	10
11	-12	2	9	17
12	-12	-1	-2	-6
13	0	7	-1	11
14	6	0	-5	-9
15	1	3	-2	-10

No.	SMILES	MsrA act	MsrA inh	Tb MetRS inh	Neddylation inh	Rin1 Abl inh
16	COc1ccc2ccccc2c1CNCCN1CCOCC1	0	-0.8	0.1	i	0
17	COc1c[nH]n(-c2ccccc2)c(=O)c1=O	-3	1.8	-0.5	i	0
18	CCn1cc(/C=C(\NC(=O)c2ccc(C)cc2)C(=O)NCCN2CCOCC2)c2ccccc21	-2	4.7*	-0.3	i	-5
19	CCC(C)NC(=O)C1CCC(=O)N(c2cc(OC)c(OC)c(OC)c2)C1c1ccc(OC)cc1 (configuration not stated)	-2	1.0	-0.8	i	-2
20	Cc1c(C=O)c2ccccc2n1CC(=O)NCc1ccccc1	-3	1.6	0.6	i	2
21	O=Cc1ccc(N2CCCCC2)cc1	-2	-0.9	0.3	i	-1
22	COc1cc(OC)cc(C(=O)Nc2nnc(-c3cccnc3)o2)c1	-5	1.1	0.4	i	2
23	C/C(=N/NS(=O)(=O)c1ccccc1)c1ccc(Cl)cc1	-4	1.9	0.1	i	-3
24	CC1=NNC(=O)C1CC(=O)N/N=C(\C)c1cccs1 (configuration not stated)	-7	1.1	-0.6	i	4
25	Cc1cc(C(=O)N2CCCC(N3CCN(Cc4ccc5c(c4)OCO5)CC3)C2)n[nH]1 (configuration not stated)	-3	0.1	-0.6	i	2
26	O=S(=O)(c1ccccc1Br)N1CCC(O)(c2cccnc2)CC1	-7	1.1	-0.9	i	1
27	Cc1cccc(NC(=O)CN2CCc3cc4c(cc3C2)OCCCO4)c1	-1	0.1	-0.5	i	-3
28	OC(CNCc1cccc(Cl)c1)c1ccccc1 (configuration not stated)	-6	-1.0	-0.5	i	-1
29	CC(C)CN(CCCNC(=O)CN1C(=O)COc2ccc(S(=O)(=O)N3CCC(C)CC3)cc21)CC(C)C	-4	0.7	-0.6	i	0
30	CCOC(=O)c1c(C)[nH]c(C(=O)COC(=O)C2CC2)c1C	-3	-0.3	-0.3	i	4

No.	E coli Lon inh	CSN inh	FAS TE block	PABP1 MLLE inh
16	-2	2	-3	5
17	1	-2	-6	-10
18	-56	8	-12	-7
19	-5	1	-7	-1
20	-6	3	1	8
21	0	-2	-5	5
22	-4	-2	-3	5
23	-4	-7	-3	0
24	-8	-9	-2	-4
25	0	-1	-4	6
26	-4	-11	-2	-1
27	-1	-1	-2	-5
28	-7	2	-12	11
29	10	2	-1	1
30	-9	-4	1	8

Excerpt, entries 29 to 30
No.	SMILES	MsrA act	MsrA inh	Tb MetRS inh	Neddylation inh	Rin1 Abl inh
29	CC(C)CN(CCCNC(=O)CN1C(=O)COc2ccc(S(=O)(=O)N3CCC(C)CC3)cc21)CC(C)C	-4	0.7	-0.6	i	0
30	CCOC(=O)c1c(C)[nH]c(C(=O)COC(=O)C2CC2)c1C	-3	-0.3	-0.3	i	4

No.	E coli Lon inh	CSN inh	FAS TE block	PABP1 MLLE inh
29	10	2	-1	1
30	-9	-4	1	8

(list continues)
No.	SMILES	MsrA act	MsrA inh	Tb MetRS inh	Neddylation inh	Rin1 Abl inh
31	COc1ccc(C(=O)N2CCN(S(=O)(=O)c3ccc(Cl)cc3)CC2)cc1S(=O)(=O)N1CCOCC1	1	1.2	-0.1	i	-2
32	O=C(CN1CCN(Cc2ccc(Cl)cc2)CC1)N/N=C/c1cccs1	-3	0.6	-0.2	i	0
33	Cc1cccc(C)c1N(CC(=O)Nc1cccc(N(C)S(C)(=O)=O)c1)S(C)(=O)=O	-2	0.4	0.1	i	0
34	O=C(NN=Cc1ccccc1Cl)c1ccccc1	-1	0.2	-0.2	i	-2
35	O=C(NCC(O)c1ccccc1)c1ccc(Cl)c(S(=O)(=O)N2CCCC2)c1 (configuration not stated)	-12	.	-0.5	i	4
36	COc1cccc(NC(=O)Nc2nnc([C@@H]3C[C@H](O)[C@@H](CO)O3)s2)c1	-1	0.4	-0.1	i	-2
37	Cc1nn(-c2ccccc2)c(N2CCCC2)c1/C=N/O	-2	.	0.0	i	-3
38	CCCCn1c(N)c(N(CCC(C)C)C(=O)c2cccc(S(=O)(=O)N3CCN(C)CC3)c2)c(=O)[nH]c1=O	-3	-0.2	-0.3	i	-3
39	Cc1cc(C(=O)COC(=O)CN(C)S(=O)(=O)c2ccc(Cl)cc2)c(C)n1Cc1cccs1	-7	1.1	-0.1	i	3
40	Cn1ccsc1=NC(=O)c1cc(S(=O)(=O)N2CCOCC2)ccc1Cl	-5	0.2	0.0	i	2
41	CCOC(=O)COc1ccc(S(=O)(=O)Nc2ccc3c(c2)OCO3)cc1	-1	0.0	-0.9	i	-4
42	Fc1ccc(NCc2nnc(SCc3nnc(-c4ccccc4)o3)n2CC2CCCO2)cc1 (configuration not stated)	-1	-0.2	-0.7	i	-3
43	Cc1ccc(CNC(=O)c2ccc(Br)o2)cc1	-4	0.0	-0.5	i	3
44	Cc1cc(C)n2nc(/C(C#N)=C/c3ccccn3)c(C#N)c2n1	-8	2.7	-0.2	+	0
45	COc1ccc(-n2c(SCC(=O)Nc3ccc(C(N)=O)cc3)nc3c([nH]c4ccccc43)c2=O)cc1OC	-6	1.5	-0.5	i	0

No.	E coli Lon inh	CSN inh	FAS TE block	PABP1 MLLE inh
31	-5	-10	-1	-18
32	5	109	-2	4
33	6	0	-4	-2
34	-2	7	-5	7
35	-4	0	-6	6
36	-16	1	-6	10
37	2	1	-6	-1
38	12	-8	-5	4
39	-7	1	3	-10
40	0	-1	-6	-4
41	6	7	2	5
42	1	-4	-2	-13
43	-1	4	-3	-6
44	-12	-11	1	18
45	-8	-1	2	16

No.	SMILES	MsrA act	MsrA inh	Tb MetRS inh	Neddylation inh	Rin1 Abl inh
46	O=C(CN(C(=O)CNC(=O)c1cccs1)c1ccc(F)cc1)NC1CCCC1	-1	-1.3	-0.3	i	1
47	Cc1ccc(C(=O)Nc2cccc([N+](=O)[O-])c2)cc1S(=O)(=O)Nc1ccc(NC(=O)c2ccccc2)cc1	-4	2.0	0.4	i	-1
48	COc1cccc(CN2CCNC(=O)C2CC(=O)N(C)CC2CCOCC2)c1 (configuration not stated)	-3	0.2	0.1	i	1
49	CC12CCC(C(=O)NCCCn3ccnc3)(OC1=O)C2(C)C (configuration not stated)	-2	0.1	-1.6	i	-1
50	O=C(CCCc1nc2ccccc2s1)Nc1nccs1	-3	1.0	-0.9	i	3
51	C[C@H]1COC(=O)CCC/C=C\C[C@H](CC(=O)N(CCO)Cc2ccccc2)C(=O)N1	-1	-0.9	-0.7	i	4
52	CC(=O)/C(=C/c1ccccc1)C(=O)Nc1ccccc1C	-14	-0.5	-1.3	i	5
53	O=C(Cn1cnc2c(cnn2-c2ccc(F)cc2)c1=O)N1CCCc2ccccc21	-3	1.0	-0.2	i	3
54	COc1ccc(C(=O)Nc2ccc(NC(=O)c3cc(OC)c(OC)c(OC)c3)cn2)cc1	-3	0.2	-0.1	i	3

No.	E coli Lon inh	CSN inh	FAS TE block	PABP1 MLLE inh
46	2	3	-1	-7
47	1	-10	36	-2
48	-2	-5	0	7
49	2	3	-5	-4
50	-10	0	-8	5
51	-6	-7	-13	2
52	-8	4	4	4
53	0	-4	12	10
54	3	-2	-1	9

Single values from the list.
Tb MetRS inh, COc1cccc(NC(=O)Nc2nnc([C@@H]3C[C@H](O)[C@@H](CO)O3)s2)c1 : -0.1
Tb MetRS inh, O=C(CCCc1nc2ccccc2s1)Nc1nccs1 : -0.9
E coli Lon inh, CCC(C)NC(=O)C1CCC(=O)N(c2cc(OC)c(OC)c(OC)c2)C1c1ccc(OC)cc1 (configuration not stated) : -5
Tb MetRS inh, Cc1cc(C)n2cc(CSc3ncccc3C(=O)O)nc2n1 : -0.2
FAS TE block, CC12CCC(C(=O)NCCCn3ccnc3)(OC1=O)C2(C)C (configuration not stated) : -5
